# Screening results from PubChem BioAssay.
# N370S GC mod = qHTS Assay for Inhibitors and Activators of N370S glucocerebrosidase as a Potential Chaperone Treatment of Gaucher Disease. Lysosomal acid glucosylceramidase (Homo sapiens), P04062. N370S GC spleen homogenate, 4MU-glucoside fluorescence. Potency, µM (top dose mostly 59.4 µM), inactives show at the highest dose activity change, negative = inhibition, most hits filed as inhibitors. 330,000 tested, 0.092% active. AID 2101, 2009;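 further: 0% = full enzyme activity and -100% = no enzyme basal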
# DT40 TDP1 CPT = qHTS for Inhibitors of human tyrosyl-DNA phosphodiesterase 1 (TDP1): qHTS in cells in presence of CPT; chicken DT40 Tdp1-/-;hTDP1 cells + 20 nM CPT, ATP luminescence, 48 h; Potency, µM (highest dose often 46.2 µM), without a hit: at the top dose activity change, negative = growth inhibition, hits mostly inhibitors; 420,000 tested, 12% active; AID 686979, 2013; further: nearly all actives have a fitted effect of over 55% in size
#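 Cell growth measured by CellTiter-Glo luminescence after a minimum 48 h, 37 C compound exposure with 20 nM CPT in Tdp1-knockout DT40 cells stably expressing hTDP1, seeded 400/well; qHTS titration format.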
# FEN1 inhibitor = qHTS Assay for the Inhibitors of Human Flap endonuclease 1 (FEN1); P39748; Recombinant FEN1 flap cleavage, fluorescence, 15 min; Potency, µM (doses to about 114 µM), for the others: at the highest dose activity change, negative = inhibition, usual class: inhibitors; 390,000 tested, 0.35% active; further: nearly all actives have a fitted effect of over 65% in size
# Target sequence (P39748 whole entry, looked up): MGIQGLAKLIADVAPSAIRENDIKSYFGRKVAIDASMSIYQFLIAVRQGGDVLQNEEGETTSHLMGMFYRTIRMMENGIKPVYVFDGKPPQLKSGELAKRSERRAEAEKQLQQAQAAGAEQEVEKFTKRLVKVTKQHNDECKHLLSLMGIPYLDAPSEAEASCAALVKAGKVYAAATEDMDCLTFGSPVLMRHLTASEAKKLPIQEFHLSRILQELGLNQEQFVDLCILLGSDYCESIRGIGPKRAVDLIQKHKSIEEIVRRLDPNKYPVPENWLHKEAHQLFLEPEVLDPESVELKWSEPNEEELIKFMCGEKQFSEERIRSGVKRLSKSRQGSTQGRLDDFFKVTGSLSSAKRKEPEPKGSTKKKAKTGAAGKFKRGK
#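 Concentration–response screening of FEN1 (10 nM): 15 min compound preincubation at room temperature, reaction started with 50 nM substrate and read at 0 and 15 min. Corrected, normalized data were fitted by a four-parameter Hill equation.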
# An asterisk follows results filed as active; ? = inconclusive; . = not tested or not shown; & = joins results of further samples; [ ] = another dose, or the depositor's remark. The call rests on the fitted dose curve; in most records, active means well fitted curve in the direction sought with a large enough effect; inconclusive means small, poorly fitted or top-dose-only effect, or another doubt; inactive means no such curve, though single readings can be large; an effect the other way counts as inactive or inconclusive. Unless noted, on the % scale 0 is the no-effect control and ±100 the full control effect; potency means the concentration at half of the fitted maximal effect. Some of the compounds tested; rates above refer to the full screens.
SMILES	N370S GC mod	DT40 TDP1 CPT	FEN1 inhibitor
CC(C)Cn1c2c(c(O)c(C(=O)Nc3ncccc3O)c1=O)CCCC2	5%	?	2%
COc1ccc(-c2csc(NC(=O)c3cccc(S(=O)(=O)N4CCN(C)CC4)c3)n2)cc1	?	?	-16%
COc1cc(/C=C2\SC(=S)N(NC(C)=O)C2=O)ccc1OC(=O)c1ccco1	.	?	14%
O=C(OCc1cccc(C(F)(F)F)c1)c1cc([N+](=O)[O-])ccc1N1CCOCC1	3%	?	7%
CCc1ccccc1NC(=O)c1cc2nc(-c3ccc(Br)cc3)cc(C(F)(F)F)n2n1	.	?	18%
O=S(=O)(O)c1cc2onnc2c2ccccc12	.	?	-9%
O=C(c1cc(-c2ccco2)on1)N1CCOCC1	18%	-4%	-2%
COC(=O)c1ccccc1NC(=O)CCC(=O)N1CC(C)Sc2ccccc21 (configuration not stated)	.	16µM*	-20%
CCC(Sc1nnc(C)n2c1cc1occc12)C(=O)Nc1ccccc1F (configuration not stated)	.	21µM*	-8%
COc1cccc(CSc2nnc(-c3ccncc3)n2N)c1	-4%	3%	2%
COCCCNc1oc(-c2ccc(COc3ccccc3C)o2)nc1C#N	.	?	-13%
C=CCNC(=S)NNC(=O)c1ccc(=O)n(Cc2ccccc2)c1	0%	1%	1%
Cc1ccc(NC(=O)Nc2ccccc2C#N)c(Cl)c1	16%	-25%	-11%
N#Cc1ccc(OCc2nnc(SCC(=O)c3ccccc3)n2-c2ccccc2)cc1	14%	23µM*	-10%
O=c1oc2ccc(C#CC3(O)CCCCC3)cc2cc1-n1cc(-c2ccsc2)nn1	.	?	3%

# 6 entries from above, with two lines to a compound:
# Below each compound – N370S GC mod	DT40 TDP1 CPT	FEN1 inhibitor
N#Cc1ccc(OCc2nnc(SCC(=O)c3ccccc3)n2-c2ccccc2)cc1
  14%	23µM*	-10%
O=c1oc2ccc(C#CC3(O)CCCCC3)cc2cc1-n1cc(-c2ccsc2)nn1
  .	?	3%
CCc1ccccc1NC(=O)c1cc2nc(-c3ccc(Br)cc3)cc(C(F)(F)F)n2n1
  .	?	18%
COc1cc(/C=C2\SC(=S)N(NC(C)=O)C2=O)ccc1OC(=O)c1ccco1
  .	?	14%
COC(=O)c1ccccc1NC(=O)CCC(=O)N1CC(C)Sc2ccccc21 (configuration not stated)
  .	16µM*	-20%
CCC(Sc1nnc(C)n2c1cc1occc12)C(=O)Nc1ccccc1F (configuration not stated)
  .	21µM*	-8%

# Next entries.
SMILES	N370S GC mod	DT40 TDP1 CPT	FEN1 inhibitor
CCc1ccccc1NC(=O)CN(c1cccc(C)c1C)S(C)(=O)=O	.	1%	-5%
CCCCCCCC(=O)NNC(=O)CC(=O)Nc1ccccc1C(=O)O	0%	-10%	0%
Oc1ccc(-c2[nH]ncc2-c2cccc3cccnc23)c(O)c1	14%	23µM*	17%
O=C(Nc1ccccc1)C1C(c2ccccc2)C1(Cl)Cl (configuration not stated)	?	?	8%
CC(Sc1nncs1)C(=O)Nc1ccc(S(=O)(=O)Nc2ncccn2)cc1 (configuration not stated)	.	-7%	15%
O=C(Nc1ccc2ccccc2n1)c1ccccc1Br	19%	1%	-4%
COc1cccc(CN(C)C(=O)c2ccc(COc3ccc(Cl)cc3)cc2)c1OC	0%	?	-13%
COC(=O)c1ccc(NC(=O)c2ccc[n+]([O-])c2)cc1	-1%	9%	2%
CCC(Cc1ccccc1)NC(=O)/C=C/c1ccco1 (configuration not stated)	0%	-11%	-5%
CN(Cc1ncc[nH]1)C(=O)c1cc(COc2c(F)cccc2F)on1	3%	-15%	-3%
Cc1ccc(C(=O)COC(=O)CCC(=O)Nc2ccc(Oc3ccccc3)cc2)cc1C	.	9%	-12%
CC(=O)Nc1nc(C)c(-c2csc(Nc3ccccn3)n2)s1	7%&-3%	10µM*	-9%&0%
CC1(C(=O)N2CC3(CC(c4cccc(NC(=O)COc5ccc(Cl)cc5)c4)=NO3)C[C@@H]2C(N)=O)CC1 (some centres not stated)	13%	13µM*	-7%
O=c1oc2ccccc2c(NCc2ccc(Cl)cc2)c1[N+](=O)[O-]	16%	-3%	-11%
COc1cc2oc(=O)cc(-c3ccc(-c4ccc(N(C)C)cc4)cc3)c2c(OC)c1OC	-13%	?	6%
CCc1cc(=O)[nH]c(SCc2cccc3ccccc23)n1	-1%	-9%	-2%
Nc1cc([N+](=O)[O-])cc2oc(-c3ccccc3)cc12	-14%	-3%	?
N=c1c2ccccc2nnn1-c1ccc(C(F)(F)F)cc1	-4%	?	-15%
CC(=O)Nc1ccc(C(=O)Nc2ccc3c(c2)OCO3)cc1	-5%[2.35 µM]	-3%	1%
COc1ccc(NC(C)=O)cc1NC(C)C(=O)Nc1cccc(S(=O)(=O)N2CCOCC2)c1 (configuration not stated)	.	0%	-4%
COc1ccc(-n2c(=O)c(-c3ccc(Cl)cc3)nc3cnc(N4CCOCC4)nc32)cc1	-9%	14%	.
COc1ccc2cc(C3=CCCCC3)ncc2c1	.	?	-1%
OCc1ccccc1CN1CCCCCC1	.	0%	8%
N/C(Cc1cccs1)=N\OC(=O)COc1ccc(Cl)cc1Cl	.	-18%	-5%
COc1cc2sc(NC(=O)c3ccco3)nc2cc1Cl	-5%	0%	-19%
COc1cc(C)ccc1OCCCn1c(-c2ccc(Cl)cc2)nc2ccccc2c1=O	.	-16%	4%
Clc1ccc(/C=N/N2CCCCC2)cc1	16%	-27%	1%
CC(C)OC(=O)C[N+](C)(C)CCN1C(=O)C2C(c3ccccc3)C=CC(c3ccccc3)C2C1=O (configuration not stated)	-25%	-22%	12%
CN(C)c1ccnc(-n2cccc2/C=N/O)c1C#N	15%	-28%	4%
CC(=O)/C=N/Nc1ccccc1	-4%	-18%	3%
O=C(CN1CCN(c2ncc(C(F)(F)F)cc2Cl)CC1)N1CCN(c2ncc(C(F)(F)F)cc2Cl)CC1	-3%	18µM*	-13%
O=C(c1ccccc1)N1CCN(C(=O)c2ccncc2)CC1	.	0%	-4%
CCCN1CCC(NC(=O)Nc2ccc([N+](=O)[O-])cc2)CC1	-8%	-6%	-15%
O=C(CNC(=O)c1ccco1)N/N=C/c1ccc(O)c([N+](=O)[O-])c1	0%	-3%	-17%
O=C(Nc1ccc(Cl)cc1F)C1CC1	3%	-22%	5%
c1ccc(COc2ccccc2CNCc2cccnc2)cc1	.	?	-14%
CN(C)c1cccc(-c2nnc(SCC(=O)NCc3ccco3)n2C)c1	.	-10%	-19%
CC(C)(C)OC(=O)CNC(=O)c1[nH]cnc1C(=O)N[C@@H](CCCCNC(=O)OC(C)(C)C)C(=O)OC(C)(C)C	9%	?	-22%
COc1cc(NC(=O)C2CCCN(S(=O)(=O)c3ccc4[nH]c(=O)ccc4c3)C2)cc(OC)c1 (configuration not stated)	-8%	4%	-7%
CC(=O)c1ccc(Oc2cc(C)nc(NCc3ccccc3)n2)cc1	?	21µM*	-9%
C=CCn1c(C)csc1=Nc1ccc(C(C)=O)cc1	-9%	28%	4%
Cc1c(C(=O)N2CCCCCC2)c(S(=O)(=O)Nc2cccc(C#N)c2)c(C)n1C	.	-23%	17%
N#Cc1cc2c(nc1SCC(O)CS(=O)(=O)Cc1ccc(Cl)cc1)CCCC2 (configuration not stated)	9%	?	-3%
CC(C)NC(=O)c1onc(CSc2ccc(C(C)C)cc2)c1C(=O)O	-8%	-8%	2%
Cc1cccc(Cn2c(C)c(CNC3CCCCCC3)c(C(=O)O)c2C)c1	.	-22%	-8%

# Pulled one by one from the list above, two records:
SMILES	N370S GC mod	DT40 TDP1 CPT	FEN1 inhibitor
c1ccc(COc2ccccc2CNCc2cccnc2)cc1	.	?	-14%
N#Cc1cc2c(nc1SCC(O)CS(=O)(=O)Cc1ccc(Cl)cc1)CCCC2 (configuration not stated)	9%	?	-3%

# Further compounds follow.
SMILES	N370S GC mod	DT40 TDP1 CPT	FEN1 inhibitor
COc1ccc(Br)cc1S(=O)(=O)N1CCCc2ccccc21	?	-25%	8%
COc1ccccc1-n1nc(C(=O)O)c2ccccc2c1=O	3%	-21%	-11%
CCOC(=O)CNc1c(N2CCN(c3ccccn3)CC2)c(=O)c1=O	18%	-6%	1%
CCOc1cc(NC(=S)NCCOC)c(OCC)cc1NC(=O)c1cccs1	10%	15%	-16%
Cc1csc(NC(=O)C2CCCCC2)n1	5%	?	-6%
O=C(O)Cc1ccc2oc(-c3cccnc3)nc2c1	4%	-5%	4%
CCCc1cc(=O)[nH]c(SCCN2C(=O)c3ccccc3C2=O)n1	0%	7%	20%
C=CCOc1cccc(C(=O)Nc2ncn[nH]2)c1	-1%	-9%	7%
Cc1nc2c(C#N)c[nH]n2c(=O)c1Cc1ccccc1	-15%	-17%	-3%
Cc1ccc(S(=O)Cc2ccc(C(=O)NCc3ccc(OC(C)C)cc3)o2)cc1 (configuration not stated)	.	?	-8%
COc1ccc(OC)c(CNC(=O)Cn2nc(C)c3c(C)n(-c4ccc(C)cc4)nc3c2=O)c1	-6%	?	-19%
COc1ccc(S(=O)(=O)Nc2c(C)nc3nc[nH]n3c2=O)cc1	4%	19%&-1%	5%&3%
CCc1ccc(C(=O)N2CCN(c3ccc(NC(=O)c4ccco4)cc3)CC2)cc1	-17%	?	-7%
CCCC(C(=O)NCCc1ccc(S(N)(=O)=O)cc1)c1ccccc1 (configuration not stated)	-11%	12%	13%
CCn1c2ccccc2c2cc(NC(=O)C(C)Oc3ccccc3)ccc21 (configuration not stated)	11%	-26%	-14%
Cc1ncc(CN2CCC(C(=O)Nc3ccc(-n4cccn4)cc3)CC2)s1	-3%	-27%	-1%
Cc1c(N=Cc2nc3ccccc3[nH]2)c(=O)n(-c2ccccc2)n1C	12%	-22%	-7%
O=C(CCN1C(=O)C2C3C=CC(C3)C2C1=O)NC1CCCCC1 (configuration not stated)	0%	7%	19%
O=C(CCn1c(=O)c2cccn2c2cccnc21)NCc1ccc(F)cc1	.	9%	-2%
CCc1ccccc1S(=O)(=O)Cc1ccc(C(=O)NCCc2ccc(C)cc2)o1	.	?	0%
CN(c1ccccc1)S(=O)(=O)CS(=O)(=O)N(C)c1ccccc1	.	0%	-5%
COC(=O)C1CCN(S(=O)(=O)c2ccc(NC(C)=O)cc2)CC1	10%	-9%	-8%
CNC[C@H]1Oc2ccc(NC(=O)Nc3ccc4c(c3)OCO4)cc2C(=O)N([C@H](C)CO)C[C@@H]1C	.	-2%	10%
CCOC(=O)c1sc(NC(=O)c2ccc(S(=O)(=O)N(CC)CC)cc2)nc1C	-3%	-7%	-3%
CCOC(=O)c1c(C)n(C)c2cc(Br)c(C(=O)OC)cc12	7%	-18%	5%
O=C(NNC1=C(C(=O)C(F)(F)F)CCC1)c1cccc(O)c1	-12%	?	-16%
O=c1[nH]c(CN2CCc3ccccc3C2)nc2ccccc12	0%	?	4%
